Screens as filed in PubChem.
TbREL1 primary – TbREL1 inhibition, primary screen; 89,000 tested, 0.49% active; inhibition, % at 9.66 µM; TbREL1 RNA ligation, FRET fluorescence;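 active = inhibition above the mean inhibition across all screened compounds plus 3 SD, cut at about 11% in these data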;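 also: 0% = plate median of test wells and 100% = NSC42067 control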
Target sequence (P86926 whole entry, looked up): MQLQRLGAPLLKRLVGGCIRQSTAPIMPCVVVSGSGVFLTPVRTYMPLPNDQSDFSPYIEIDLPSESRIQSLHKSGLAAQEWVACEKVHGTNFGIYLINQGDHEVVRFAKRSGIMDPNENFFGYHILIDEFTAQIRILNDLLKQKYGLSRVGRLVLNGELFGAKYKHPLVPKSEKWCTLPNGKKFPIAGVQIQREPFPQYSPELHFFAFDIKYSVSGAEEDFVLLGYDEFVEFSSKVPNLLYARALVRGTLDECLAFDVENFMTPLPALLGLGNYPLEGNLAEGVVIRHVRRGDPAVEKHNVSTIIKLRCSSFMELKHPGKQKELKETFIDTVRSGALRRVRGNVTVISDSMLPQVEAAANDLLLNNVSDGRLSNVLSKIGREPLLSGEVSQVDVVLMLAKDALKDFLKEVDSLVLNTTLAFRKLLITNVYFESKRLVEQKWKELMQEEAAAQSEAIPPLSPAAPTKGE
An asterisk follows results filed as active. Some of the compounds tested; the hit share may differ from the screen's.

SMILES | TbREL1 primary
C=C(C)Cn1c(SCC(=O)N/N=C(\C)c2ccc(Br)cc2)nnc1-c1ccc(Br)cc1 | 3
CC(C)(C)Nc1nc(Cl)nc(NC(C)(C)C)n1 | 3
O=C(OC1CCOC1=O)c1cc(Cl)ccc1[N+](=O)[O-] (configuration not stated) | 3
CC[C@@H](C)[C@H](NC(=O)Cc1c(C)c2cc3c(C)c(C)oc3c(C)c2oc1=O)C(=O)O | -2
CC(C)OCCCNC(=O)c1sc(=S)n(C)c1N | -3
COc1ccc(C(=O)N=C2SC3CS(=O)(=O)CC3N2c2ccc(C(C)=O)cc2)cc1 (configuration not stated) | 6
Cc1ccc(NC(=O)CSc2nc3nn(-c4ccccc4)c(=O)c-3c3n2CCCCC3)cc1F | -2
COc1ccc(NC(=O)CSc2nnc(CNc3ccc(C)cc3)n2C)cc1 | -6
NC(=O)c1nn(CC(=O)Nc2cccc(S(=O)(=O)N3CCCCCC3)c2)c(=O)c2ccccc12 | 1
Cc1ccc(NC(=O)Cn2nnc(-c3ccccc3F)n2)cc1C | 7
Cc1ccc(NC(=S)NC2CCSc3ccccc32)cc1 (configuration not stated) | 0
COC(=O)c1c(C)oc2ccc(N(C(=O)c3ccncc3)S(=O)(=O)c3ccc(C)cc3C)cc12 | -2
Cc1c(Cl)sn(-c2ccc(Cl)cc2)c1=O | 1
N=c1sccn1CC(=O)Nc1ccc(S(N)(=O)=O)cc1 | -1
CCCCn1c(N)c(N(CCOC)C(=O)c2ccc(N(C)S(=O)(=O)c3ccc(C)cc3)cc2)c(=O)[nH]c1=O | -3
CSc1ccccc1OC1CCN(Cc2ccccc2)CC1 | -2
COC(=O)CSc1cc([N+](=O)[O-])ccc1NC(=O)OC | 4
Cc1cc(NC(=O)CCC(=O)N(C2CC2)C(C(=O)NC(C)(C)C)c2ccccc2Cl)no1 (configuration not stated) | -2
CC1(C)CC(NC(=O)CCC2CCCC2)CC(C)(C)N1 | 0
CCCCOc1cccc(OCCCC)c1C(=O)Nc1cc(C)on1 | 0
CCOC(=O)N(C)c1c(CC)nc2c(OCc3ccccc3C)cccn12 | -1
Cc1cc(SCC(=O)Nc2cccc(S(=O)(=O)NC3=NCCCCC3)c2)c(C)cc1Br | 1
O=C(CCc1nc(-c2ccc(Cl)cc2)no1)NCC1CCCO1 (configuration not stated) | 5
C=CCOC(=O)C(C#N)c1nc2ccccc2nc1N1CCN(Cc2ccccc2)CC1 (configuration not stated) | -4
CCC[C@H]1[C@@H](NC(=O)c2cccc(N(C)C)c2)CC[C@@]23CCCN2C(=O)CCC[C@@H]13 | -8
Cc1nc2cc(-c3ccccc3)nn2c(C)c1CCC(=O)NC(C)c1ccc2c(c1)OCCO2 (configuration not stated) | -3
O=C(Nc1ccccc1F)c1cc(C(=O)Nc2ccccc2F)cc([N+](=O)[O-])c1 | -2
CC1=C(C(=O)N2CCCCCC2)C2(CCC(C)CC2)OC1=O (configuration not stated) | -3
CCOc1ccc2c(c1)nc(SCC(=O)c1ccc(Br)s1)n2C | 2
C[C@]12C=CC(=O)C=C1CCC1C2CC[C@@]2(C)C1CCC21OCCO1 (some centres not stated) | 0
COCCn1c(SCC(=O)Nc2ccc(OC)c(S(N)(=O)=O)c2)nc2ccccc2c1=O | -2
CCN1C(=O)N[C@@H](c2ccccc2)[C@H](C(C)=O)[C@H]1C | 1
COc1ccc2c(c1OC)C(=O)OC2Nc1nc(-c2cc3cc(Br)ccc3oc2=O)cs1 (configuration not stated) | -2
COc1cc(-c2ccc3oc(-c4cccc(C)c4)c(C#CC4(O)CCCCC4)c3c2)cc(OC)c1OC | 6
Cn1c(CSc2ncccn2)nnc1SCC(=O)N1CCCc2ccccc21 | -1
OCC1(Cc2cccc(F)c2)CCN(Cc2cccc3nccnc23)CC1 | -2
Cc1ccc(OCC(=O)NC2CCCc3ccccc32)c(C)c1 (configuration not stated) | 0
CC(=O)c1ccc(NC(=O)/C(=C\c2ccco2)NC(=O)c2ccco2)cc1 | 0
Cc1[nH]nc2c1C1(CCN(C(=O)OCc3ccccc3)CC1)C(C#N)=C(N)O2 | -2
Cc1cc(C)cc(N=C(NO)c2cccc([N+](=O)[O-])c2)c1 | 3

Reprinted from the part before: 7 compounds, followed by the next part.
SMILES | TbREL1 primary
COc1cc(-c2ccc3oc(-c4cccc(C)c4)c(C#CC4(O)CCCCC4)c3c2)cc(OC)c1OC | 6
Cn1c(CSc2ncccn2)nnc1SCC(=O)N1CCCc2ccccc21 | -1
OCC1(Cc2cccc(F)c2)CCN(Cc2cccc3nccnc23)CC1 | -2
Cc1ccc(OCC(=O)NC2CCCc3ccccc32)c(C)c1 (configuration not stated) | 0
CC(=O)c1ccc(NC(=O)/C(=C\c2ccco2)NC(=O)c2ccco2)cc1 | 0
Cc1[nH]nc2c1C1(CCN(C(=O)OCc3ccccc3)CC1)C(C#N)=C(N)O2 | -2
Cc1cc(C)cc(N=C(NO)c2cccc([N+](=O)[O-])c2)c1 | 3
CC1N(C(=O)N(C)C)CCN1S(=O)(=O)c1ccccc1 (configuration not stated) | 5
O=C1/C(=C/c2ccc(F)c(F)c2)CSc2sccc21 | 7
CC(Sc1ncccn1)C(=O)Nc1ccc2c(c1)OCCO2 (configuration not stated) | 1
COc1ccc(-c2sc3cc(OC)c(OC)cc3c2C#CC(C)(C)O)cc1 | 0
COC(=O)C1=CN(c2ccc(F)cc2)C(N)=C(C#N)C1c1ccc(-c2ccccc2)cc1 (configuration not stated) | -5
CC1CCc2c(C(=O)Nc3ccccn3)csc2C1 (configuration not stated) | -1
COCCCn1c(SCC(=O)Nc2nnc(C)s2)nnc1-c1ccoc1C | -1
COc1cccc(OC)c1OCCCN1CCOCC1 | 2
CCN(CC)c1nc(N)c(C#N)c(CC#N)c1C#N | 0
COc1ccc(-c2nc3ccccc3c(=O)n2N)cc1 | 4
CC(C)(C)c1cc(CN(CCO)CCO)c(O)c(C(C)(C)C)c1 | -5
O=c1c2cnn(-c3ccccc3)c2nc(-c2cccs2)n1-c1ccc(Cl)cc1 | 5
Cc1ccc(NC(=O)C2(c3ccccc3)CC2(Cl)Cl)cc1C (configuration not stated) | 3
C=CC1=C2C=C(C3CC3)N(CCCN(CC)CC)C=C2C(=O)C(C)(OC(=O)c2ccco2)C1=O (configuration not stated) | -2
COc1ccc(-c2cc(=Nc3ccc(C(=O)O)cc3)c3cc(C)ccc3o2)cc1 | 1
O=C(OCC#CCSc1nnc(-c2cccc3ccccc23)o1)c1ccccc1F | -1
COc1ccc(NC(=O)CC2SC(N3CCCCC3)=NC2=O)cc1OC (configuration not stated) | 7
CCOc1ccc(NC(=O)C2=C(C)NC(=S)NC2c2ccc(O)c(OC)c2)cc1 (configuration not stated) | -6
CCN(Cc1cccs1)C(=O)c1cccc(S(=O)(=O)N2CCN(C)CC2)c1 | -6
CC(=O)Nc1ccc(S(=O)(=O)N[C@@H](C)C(=O)OCc2cc([N+](=O)[O-])cc3c2OCOC3)cc1 | 0

Among those listed so far, six have a thiophene ring, fused or not:
SMILES | TbREL1 primary
CCOc1ccc2c(c1)nc(SCC(=O)c1ccc(Br)s1)n2C | 2
O=C1/C(=C/c2ccc(F)c(F)c2)CSc2sccc21 | 7
COc1ccc(-c2sc3cc(OC)c(OC)cc3c2C#CC(C)(C)O)cc1 | 0
CC1CCc2c(C(=O)Nc3ccccn3)csc2C1 (configuration not stated) | -1
O=c1c2cnn(-c3ccccc3)c2nc(-c2cccs2)n1-c1ccc(Cl)cc1 | 5
CCN(Cc1cccs1)C(=O)c1cccc(S(=O)(=O)N2CCN(C)CC2)c1 | -6

The list continues.
SMILES | TbREL1 primary
CCN1CCN(c2nn3c(=O)c4ccccc4nc3c3ccccc23)CC1 | -1
Cc1ccc(C)c(NC(=O)c2cc(S(=O)(=O)N3CCCCC3)ccc2N2CCOCC2)c1 | 4
O=C(CCNC(=O)c1ccc([N+](=O)[O-])cc1)NNC(=O)c1ccccc1F | 2
COc1cc(C)c(CN2CCC(n3nccc3NC(=O)C3CC3)CC2)cc1C | 2
O=C(NCc1ccccc1F)C(=O)NCC1CCCN1S(=O)(=O)c1cccs1 (configuration not stated) | -1
C/C(=N\NC(=O)c1ccc(NS(=O)(=O)c2cccs2)cc1)c1cccs1 | -1
Cc1cc(Nc2ccccc2Cl)n2nnnc2n1 | 0
O=C1CC(N2CCSCC2)C(=O)N1c1cccc(Cl)c1 (configuration not stated) | 1
Cc1ccc(S(=O)(=O)N2CC[C@H]3[C@@H](C2)C(=O)C[C@@H](c2ccccc2)N3S(=O)(=O)c2ccc(C)cc2)cc1 | 0
O=C1OC(c2ccc(Cl)cc2)/C(=C(/O)c2ccccc2)C1=O (configuration not stated) | 5
Cc1nc(C/C(=N\Nc2ccccc2)c2ccc(O)cc2O)cs1 | 6
Cc1ccc(CS(=O)(=O)c2cn(CC(=O)N3CCOCC3)c3ccccc23)cc1 | -1
Cc1ccc(C(=O)COC(=O)CCNS(=O)(=O)c2ccccc2F)cc1 | 0
CCN(CC(=O)Nc1sc2c(c1C#N)CCC(C)C2)CC(=O)NC1CCS(=O)(=O)C1 (configuration not stated) | -3
COC(=O)c1n[nH]c2ccccc12 | -3
CCOC(=O)N1CCN(C(=O)CSCc2ccc(Cl)cc2)CC1 | -1
O=C(O)c1csc(-c2ccc(Cl)cc2)n1 | 6
CC(Oc1ccc(Cl)cc1Cl)C(=O)NNC(=O)C(=O)N1CCCC1 (configuration not stated) | 4
O=C(c1ccc(Cl)cc1)N1CCC(O)(CSc2ccc(Cl)cc2)CC1 | -3
Cc1ccc(NC(=O)CCSc2nnnn2-c2ccc3c(c2)OCO3)cc1C | 2

Fetched by compound from the list above, three records:
SMILES | TbREL1 primary
O=C1CC(N2CCSCC2)C(=O)N1c1cccc(Cl)c1 (configuration not stated) | 1
Cc1ccc(C(=O)COC(=O)CCNS(=O)(=O)c2ccccc2F)cc1 | 0
O=C(O)c1csc(-c2ccc(Cl)cc2)n1 | 6

(more compounds)
SMILES | TbREL1 primary
O=C(NCC(=O)N1CCN(c2ccccc2O)CC1)c1ccccc1 | -5
CC(C)(C)NC(=S)NNC(=O)c1ccncc1 | -2
COc1ccc(NC(=O)c2nc(S(=O)(=O)Cc3cccc(C)c3)ncc2Cl)c(OC)c1 | 0
COc1cc(NC(=O)C2CCCCC2)c(OC)cc1NC(=O)CCC(=O)NCc1ccco1 | 1
CC1CN(C(=S)Nc2ccccc2)C(C)CN1C=O (configuration not stated) | -2
CCOc1ccccc1N1C(=O)c2cccnc2C1=O | 1
O=C1CN=C(Nc2ccc(Cl)cc2)N1c1ccccc1 | 0
CC(C)(O)[C@H](O)COc1c2ccoc2cc2oc(=O)ccc12 | 2
CCOC1=C2[C@@H](CN(S(=O)(=O)c3ccc(C)cc3)[C@H]2c2ccc(Cl)cc2)[C@H]2C(=O)N(c3ccccc3)C(=O)[C@H]2C1 | -1
CC1(CCC#N)N=C(SCCC#N)N(c2ccccc2)C1=O (configuration not stated) | -1
CC(C)C(OC(=O)c1ccco1)C(=O)NCc1ccccc1 (configuration not stated) | 3
O=C(COC(=O)CCC(=O)c1cccs1)NCc1ccc(Cl)cc1 | 6
Cc1cc(C)n2c(SCC(=O)Nc3ncc(C(F)(F)F)cc3Cl)nnc2n1 | 7
Cc1occc1-c1nnc(SCC(=O)Nc2ccncc2)n1-c1ccccc1 | -3
O=C(Cc1ccc(Nc2nc3ccc(Br)cc3[nH]2)cc1)NCCc1cccs1 | 9
CNc1nc(C)cc(C)c1S(=O)(=O)c1ccc(C)cc1 | -1
Cc1ccc(NC(=O)N[C@@H](CC(C)C)C(=O)O)c(C)c1 | 0
COc1ccc(NC(=O)N(C)C[C@H]2Oc3ccc(NC(=O)Nc4c(C)noc4C)cc3C(=O)N([C@H](C)CO)C[C@H]2C)cc1 | -2
CCOc1ccccc1OCCOc1ccccc1CC | 0
CCCCc1nc2sc3c(=O)[nH]cnc3c2c2c1CCCC2 | 1
O=C(CN1CCN(S(=O)(=O)c2ccccc2)CC1)NCCc1ccccc1 | -1
CCCCN(C(=O)c1ccc(-c2ccc(Cl)cc2)o1)c1c(N)n(CC(C)C)c(=O)[nH]c1=O | 2
Cc1ccc(C)c(NC(=O)c2cccc3c2-c2ccccc2C3=O)c1 | 2
O=C(NCc1ccccn1)c1cc(S(=O)(=O)N2CCN(c3ccccc3)CC2)ccc1Cl | -2
C=C(C)CSc1nnc(-c2cc(-c3ccccc3)n[nH]2)n1N | 2
Cc1scc(C(=O)N/N=C/c2ccsc2)c1C | 0
Cc1ccc(N2CCN(/N=C/c3sccc3C)CC2)cc1 | -3
C=CC[C@@H](Cc1ccc(F)cc1)C(=O)OC[C@@H]1CCCN1C(=O)[C@@H](CC=C)CC(=O)N(CCO)Cc1ccccc1 | -2
COc1ccccc1NC(=O)NNC(=O)CN1C(=O)COc2ccccc21 | 4
O=C(NNC(=O)c1cc(-c2ccc(Cl)cc2)nc2ccccc12)c1csc(N2CCOCC2)n1 | 4
CCOC(=O)[C@@H]1[C@H]2COc3ccccc3[C@@H]2N2C(=O)N(c3ccc(Cl)cc3)C(=O)[C@]12C | 0
O=C(NN=Cc1ccc([N+](=O)[O-])cc1)C1CC1 | -3
O=C(COC(=O)c1ccc2ncsc2c1)Nc1cc(Cl)ccc1F | 0
COc1cccc(-c2nnc(-c3ccccc3NC(=O)c3ccc(C(C)(C)C)cc3)o2)c1 | 0
CN(C)CCCN(C(=O)c1ccc(S(=O)(=O)N2CCCC2)cc1)c1nc2ccc(Br)cc2s1 | 10
COc1ccc2[nH]c3c(c2c1)CCN1C(=O)C(CC(=O)NCCc2ccccn2)C[C@H](C(=O)N2CCOCC2)[C@@]31CCC1CCCC1 (some centres not stated) | 3
CCC(=O)Nc1cccc(C2=NOC3(C2)C[C@H](C(N)=O)N(C(=O)c2ccc(Cl)cc2)C3)c1 (some centres not stated) | 0
